Bioassay records (PubChem BioAssay)
FBW7 act – human FBW7 E3 ligase activation, primary screen | Q969H0 | AlphaScreen FBW7–phospho-cyclin E peptide binding, activator screen | normalized activity (activation), % at 26.1 µM | actives 0.13% (n = 650,000); in the data active = normalized activity above about 1.9%;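 note: purified mutant Fbw7 with reduced substrate affinity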
GPR151 activ – activators of human GPR151. Q8TDV0. PathHunter beta-arrestin GPR151 cells, luminescence. activation, % at 11.2 µM. actives 1% (n = 650,000). AID 1508602; in the data active = activation above about 4.9%;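 note: 0% = median of compound wells and 100% = cells with positive control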
Target sequence (Q8TDV0 whole entry, looked up): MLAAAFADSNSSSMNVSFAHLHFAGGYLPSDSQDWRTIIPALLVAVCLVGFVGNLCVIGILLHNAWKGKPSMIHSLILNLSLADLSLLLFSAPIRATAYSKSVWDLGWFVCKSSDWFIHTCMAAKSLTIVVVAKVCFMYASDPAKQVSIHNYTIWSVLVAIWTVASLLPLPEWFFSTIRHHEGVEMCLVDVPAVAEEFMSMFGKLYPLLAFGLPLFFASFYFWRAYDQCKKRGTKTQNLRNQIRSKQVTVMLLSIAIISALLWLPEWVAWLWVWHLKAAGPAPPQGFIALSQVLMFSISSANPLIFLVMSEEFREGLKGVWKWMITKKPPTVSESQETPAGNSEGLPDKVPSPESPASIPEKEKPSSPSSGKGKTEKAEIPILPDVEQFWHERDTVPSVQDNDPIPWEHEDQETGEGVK
MITF primary – blocks human microphthalmia-associated transcription factor; AlphaScreen MITF homodimerization, bead proximity signal; inhibition, % at 2.6 µM; actives 0.91% (n = 650,000); AID 1259374; in the data active = inhibition above about 50%;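 note: 0% = vehicle wells with protein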
Target sequence (O75030 whole entry, looked up): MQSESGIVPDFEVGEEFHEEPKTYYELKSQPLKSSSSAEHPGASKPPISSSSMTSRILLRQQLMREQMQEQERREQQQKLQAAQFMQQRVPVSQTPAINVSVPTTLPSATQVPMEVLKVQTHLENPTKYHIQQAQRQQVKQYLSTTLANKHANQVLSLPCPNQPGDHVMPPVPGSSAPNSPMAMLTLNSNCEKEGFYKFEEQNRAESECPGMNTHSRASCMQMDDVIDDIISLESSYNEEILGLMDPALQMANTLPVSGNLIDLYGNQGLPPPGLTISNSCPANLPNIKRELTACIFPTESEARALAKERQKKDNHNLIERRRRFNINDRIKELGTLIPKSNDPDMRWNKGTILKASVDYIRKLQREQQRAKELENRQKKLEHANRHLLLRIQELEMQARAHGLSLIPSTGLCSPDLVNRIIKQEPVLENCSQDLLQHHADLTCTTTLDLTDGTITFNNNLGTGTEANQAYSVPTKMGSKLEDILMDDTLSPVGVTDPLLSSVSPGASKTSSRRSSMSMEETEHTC
TEAD-YAP inh – TEAD-YAP interaction inhibition; HEK-TIYL cells, TEAD-Gal4/YAP UAS-luciferase luminescence; actives 1.4% (n = 640,000); inhibition, % at 9.12 µM; in the data active = inhibition above about 32%;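 note: 0% = median of test compound wells and 100% = reference inhibitor wells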
* = called active by the depositor; & = joins results of further samples.

| canonical_smiles | FBW7 act | GPR151 activ | MITF primary | TEAD-YAP inh |
| --- | --- | --- | --- | --- |
| COc1ccc(CNC(=O)C2c3ccccc3C(=O)N(C)C2c2cccs2)cc1 (stereo not given) | 0.1 | 0.6 | -2 | -9 |
| O=C(CN1Cc2ccccc2C1=O)Nc1ccccn1 | 0.0 | -0.5 | 5 | -2 |
| CCOC(=O)c1cccc(NC(=O)COc2ccc(C)cc2C)c1 | 0.1 | 0.0 | 2 | 13 |
| Cc1cc(S(=O)(=O)N2CCCC2)ccc1OCC(=O)Nc1ccc2c(c1)OCO2 | -0.1 | 0.1 | 13 | 12 |
| O=C(CN1CCOCC1)Nc1nnc(SCC(=O)N2c3ccccc3Sc3ccccc32)s1 | 0.0 | 0.6 | -1 | -7 |
| Cc1nc(C)n(-c2ccc(Nc3ncc4ccc(-c5cn[nH]c5)cc4n3)cc2)n1 | -0.2 | -0.6 | 11 | 73* |
| Cc1ncsc1CCC(=O)N1CCC(c2ccnc(-c3ccccc3)n2)CC1 | -0.1 | 1.2 | 6 | -4 |
| CC(C)NC(=O)N1CCCC(c2nc(-c3ccc4c(c3)OCO4)c3ccccn23)C1 (stereo not given) | -1.1 | 0.3 | 0 | -5 |
| Cc1csc(NC(=O)CNS(=O)(=O)c2cccc3nsnc23)n1 | 0.1 | -0.1 | 5 | 5 |
| Cc1nc2c(c(=O)[nH]1)CN(Cc1ccncc1)CC2 | -0.2 | 0.0 | -10 | -8 |
| CCOC(=O)c1cnc(SCc2nc(-c3cccc(C)c3)oc2C)nc1N | 0.0 | -0.4 | -3 | -7 |
| CC(=O)c1ccc(NC(=O)C2(NC(=O)Nc3ccccc3)CCCCC2)cc1 | 0.0 | 0.0 | 2 | 0 |
| N#Cc1c(C(F)(F)F)cc(-c2cccs2)nc1SCCN1CCCCCC1 | -0.1 | 1.1 | 15 | 9 |
| O=C(CSc1nnc(-c2cccc(Cl)c2)o1)N1CCCC1 | 0.1 | -1.0 | 11 | -24 |
| CC(=O)Nc1ccc2nc(NC(=O)c3ccc(S(=O)(=O)N4CCCCC4)cc3)sc2c1 | -0.1 | 0.9 | -6 | 2 |
| O=C1Nc2cc(Cl)cc(Cl)c2C1=O | -0.8 | -1.4 | 0 | 11 |
| O=C(CSCc1c(Cl)cccc1Cl)N1CCCCC1 | -0.2 | 6.1* | 6 | 1 |
| N#Cc1cc2cc3c(cc2nc1NCCCNC(=O)Nc1ccccc1F)OCO3 | 0.3 | -1.0 | -3 | -6 |
| COc1ccc2nc(Nc3nc4ccc(NC(C)=O)cc4s3)sc2c1 | 0.2 | -0.6 | 15 | -9 |
| Cc1cc(C)c2c(c1)c1nnc(SCCN3CCOCC3)nc1n2C | -0.1 | -0.4 | -6 | 0 |
| CN(C(=O)c1ccccc1Br)C1CCS(=O)(=O)C1 (stereo not given) | -0.1 | 0.2 | 2 | -3 |
| COc1ccc(NC(=O)c2cc3c(=O)n(C)c4ccccc4c3s2)cc1OC | 0.4 | 0.6 | 10 | 6 |
| COC(=O)[C@@H]1C[C@@H](NC(=O)Cc2ccc(F)cc2)CN1Cc1cc(Cl)ccc1O | 0.1 | -1.5 | 1 | 7 |
| COc1ccc(N2CCN(C(=O)c3ccc4c(c3)NC(=O)C(CS(=O)(=O)Cc3ccccc3Cl)N4)CC2)cc1 (stereo not given) | -0.5 | 0.3 | -1 | 11 |
| O=C(Cc1cn(-c2ccc(Nc3cnccn3)nn2)c2ccccc12)NCc1cccc(C(F)(F)F)c1 | -0.1 | 2.6 | 11 | 9 |

One compound at a time (already shown). Values in the order: FBW7 act | GPR151 activ | MITF primary | TEAD-YAP inh
`N#Cc1cc2cc3c(cc2nc1NCCCNC(=O)Nc1ccccc1F)OCO3` is listed with 0.3 | -1.0 | -3 | -6
`Cc1ncsc1CCC(=O)N1CCC(c2ccnc(-c3ccccc3)n2)CC1` is listed with -0.1 | 1.2 | 6 | -4
`COc1ccc(CNC(=O)C2c3ccccc3C(=O)N(C)C2c2cccs2)cc1` (stereo not given) is listed with 0.1 | 0.6 | -2 | -9

Further entries:
| canonical_smiles | FBW7 act | GPR151 activ | MITF primary | TEAD-YAP inh |
| --- | --- | --- | --- | --- |
| COc1cccc(NC(=O)Cn2cnc3c(oc4ccccc43)c2=O)c1 | 0.1 | -1.4 | 2 | 13 |
| Cc1ccc(OCC(O)CNC(C)(C)CO)c(C)c1 (stereo not given) | -0.1 | -0.4 | 0 | 8 |
| COC(=O)C1=C(C)NC2=C(C(=O)CC(C)(C)C2)C1c1ccc(Cl)cc1Cl (stereo not given) | 0.0 | -1.1 | -7 | 14 |
| CCc1nn(CC(=O)NCc2cccc(OC)c2)c(=O)c2cc3oc(C)cc3n12 | -0.2 | -0.3 | -2 | -1 |
| CCOCCCn1c(=N)c(C(=O)NCCc2ccccc2)cc2c(=O)n3ccccc3nc21 | 0.1 | 1.1 | -6 | -23 |
| O=C(CCc1c[nH]c2ccccc12)Nc1cccc(O)c1 | -0.1 | -0.1 | -3 | -24 |
| COC(=O)c1ccccc1OCCOc1ccccc1C(=O)OC | 0.6 | 5.6* | 9 | -11 |
| O=C(CCCCCn1nnc2ccccc2c1=O)N1CCC(O)(c2cccc(C(F)(F)F)c2)CC1 | 0.1 | 1.5 | 74* | 7 |
| CC(=O)c1ccc(Nc2c([N+](=O)[O-])c(=O)oc3ccccc23)cc1 | 0.1 | 0.3 | 22 | -27 |
| CCc1ccc(N2CC(C(=O)NC)CC2=O)cc1 (stereo not given) | 0.0 | 0.7 | -2 | 0 |
| COc1cc(-c2nc3ccccc3c(=O)n2NCc2ccc(-c3ccccc3[N+](=O)[O-])o2)cc(OC)c1OC | 0.0 | -0.8 | 3 | 4 |
| COc1ccccc1Cn1c(=S)[nH]c2cc(C(=O)NCC(OC)OC)ccc2c1=O | 0.0 | 0.2 | 3 | -17 |
| CC(C)[C@@H]1NC(=O)[C@H]2CN(C(=O)c3cc(F)ccc3F)CCN2C1=O | -0.1 | 2.2 | -16 | -5 |
| Cc1ccc(-c2ncn(-c3ccc(Nc4nccc(-c5cc(F)cc(N(C)C)c5)n4)cc3)n2)cn1 | 0.3 | 0.1 | 9 | -3 |
| C=C(C)Cn1c(COc2ccc(Cl)cc2)n[nH]c1=S | -0.1 | -0.7 | -4 | -5 |
| CC(NC(=O)c1ccccc1NS(=O)(=O)c1cccs1)c1ccccc1 (stereo not given) | 0.6 | -2.9 | 19 | 8 |
| Fc1cccc(N=c2oc3ccccc3cc2-c2nc3ccccc3[nH]2)c1 | -0.1 | -9.2 | 1 | 10 |
| COC(=O)C1=C(C)Nc2[nH]c(=O)[nH]c(=O)c2C1c1ccc(Br)cc1 (stereo not given) | 0.0 | -1.6 | -3 | -5 |
| CCOC(=O)CSc1nc2cc(C(=O)NCC3CCCO3)ccc2c(=O)n1Cc1ccco1 (stereo not given) | -0.1 | -0.1 | 3 | -6 |
| CCCC(O)(CCC)C(=O)NN(C(=O)/C=C/c1ccccc1)c1ccccc1 | 0.3 | -0.3 | 10 | 7 |
| O=C(Nc1ccc(-c2nc3cc(Cl)cc(Cl)c3o2)cc1)c1cc2ccccc2o1 | 0.5 | 2.2 | 29 | 4 |
| N#Cc1ccc(C(c2nnnn2C2CCCCC2)N2CCC(O)CC2)cc1 (stereo not given) | -0.1 | -0.8 | -3 | 5 |
| CC(=O)Nc1c(C(=O)N2CCOCC2)cnn1-c1ccc(C)c(C)c1 | -0.1 | 1.1 | -4 | -2 |
| Cc1ccc(C(=O)CC2SC(N)=NC2=O)cc1 (stereo not given) | 0.0 | 0.8 | 4 | 0 |
| CCn1c(C(=O)O)c(CC(=O)Nc2cccc(OC)c2)c2ccccc21 | 0.0 | -0.2 | 2 | -5 |

Reprinted at random: 5 records from the list
| canonical_smiles | FBW7 act | GPR151 activ | MITF primary | TEAD-YAP inh |
| --- | --- | --- | --- | --- |
| N#Cc1ccc(C(c2nnnn2C2CCCCC2)N2CCC(O)CC2)cc1 (stereo not given) | -0.1 | -0.8 | -3 | 5 |
| O=C(CCCCCn1nnc2ccccc2c1=O)N1CCC(O)(c2cccc(C(F)(F)F)c2)CC1 | 0.1 | 1.5 | 74* | 7 |
| Cc1ccc(OCC(O)CNC(C)(C)CO)c(C)c1 (stereo not given) | -0.1 | -0.4 | 0 | 8 |
| COC(=O)c1ccccc1OCCOc1ccccc1C(=O)OC | 0.6 | 5.6* | 9 | -11 |
| CCOCCCn1c(=N)c(C(=O)NCCc2ccccc2)cc2c(=O)n3ccccc3nc21 | 0.1 | 1.1 | -6 | -23 |

The results go on.
| canonical_smiles | FBW7 act | GPR151 activ | MITF primary | TEAD-YAP inh |
| --- | --- | --- | --- | --- |
| O=C1[C@H]2CN(Cc3cnn(-c4ccccc4)c3)CCN2C(=O)[C@H]2CCCN12 | 0.1 | -0.4 | 1 | -3 |
| COc1ccc(-n2c(=O)c3c4c(sc3n(C)c2=O)CN(C(C)=O)CC4)c(OC)c1 | 0.1 | 0.1 | -4 | 15 |
| O=C(NCCO)/C(=C/c1ccc(Cl)cc1)NC(=O)c1ccco1 | 0.2 | 0.5 | 0 | 2 |
| CCCn1c(SCC(N)=O)nc2c1c(=O)[nH]c(=O)n2C | -0.1 | -0.6 | -1 | -4 |
| COc1cccc(C2(c3cccc(OC)c3)CC2C(=O)Nc2ccc(Br)cc2)c1 (stereo not given) | -0.1 | 0.1 | -6 | -13 |
| COc1cc2c(cc1OC)C(COc1ccccc1OC)N(C(=O)COc1ccc(Cl)cc1)CC2 (stereo not given) | 0.2 | 1.7 | 2 | -1 |
| Cc1ccc(SCCC(=O)N2CCC(C(N)=O)CC2)cc1 | 0.1 | -0.1 | 4 | 2 |
| C/C=C/C(=O)Nc1ccc(NC(C)=O)cc1 | -0.2 | 0.2 | -16 | -28 |
| O=C(/C=C/c1ccccc1)Nc1cc(Cl)cc(Cl)c1 | 0.0 | 1.1 | -2 | -34 |
| CC(C)c1ccc(C(CC(=O)O)NS(=O)(=O)c2ccccc2)cc1 (stereo not given) | -0.1 | -1.1 | -10 | 0 |
| Cc1cccc(-n2c3nc(=O)[nH]c(=O)c-3cc3c(Cl)cccc32)c1 | -0.2 | 1.0 | 1 | 1 |
| CCCOc1ccc(NC(=O)CC2C(=O)N(c3ccc(C(=O)OCC)cc3)C(=S)N2CCC23CC4CC(CC(C4)C2)C3)cc1 (stereo not given) | 0.0 | 1.7 | -8 | 8 |
| CC1CCCC(NC(=O)c2ccc(S(=O)(=O)c3ccccc3Cl)c([N+](=O)[O-])c2)C1C (stereo not given) | 0.1 | 0.8 | 14 | 8 |
| COCCCNC(=O)c1nn(-c2cc(OC)cc(OC)c2)c(=O)c2ccccc12 | -0.1 | 2.7 | -4 | 3 |
| CCCNC(=O)CC(NS(=O)(=O)c1ccc(C)cc1)c1ccc(OC)cc1 (stereo not given) | -0.1 | -0.8 | -1 | -3 |
| Nc1nonc1-n1nnc(C(=O)N/N=C/c2ccccn2)c1CN1CCCCC1 | -0.2 | 0.4 | -7 | -4 |
| CN(C)S(=O)(=O)c1cccc2c1NCC2 | -0.2 | -1.4 | -4 | 3 |
| CC(C)CN1C(=O)c2ccccc2S1(=O)=O | 1.6 | 0.7 | 1 | 7 |
| CCN(CC)S(=O)(=O)c1cc(C(=O)Nc2cc(Cl)cc(Cl)c2)ccc1F | -0.2 | 1.2 | 7 | -35 |
| CCOC(=O)c1cocc1C(=O)Nc1ccccc1C(=O)O | 0.7 | -1.3 | 21 | 7 |
| COc1ccccc1-c1cc(C(F)(F)F)nc(S(=O)(=O)CCCC(=O)Nc2ccccc2C(F)(F)F)n1 | -0.1 | 0.9 | 1 | 5 |
| O=C1CSC(c2ccc(F)c(F)c2)N1c1c(F)cccc1F (stereo not given) | -0.2 | -1.2 | -3 | -4 |
| O=C(CCc1nc2cccnc2n1Cc1ccccc1)NCc1ccco1 | 0.1 | 0.0 | 2 | 12 |
| O=C(NCCN1CCOCC1)c1ccc(S(=O)(=O)N2CCCC2)o1 | 0.2 | 2.2 | -17 | 3 |
| CC(C)[C@H](NC(=O)c1ccco1)C(=O)OCC(=O)Nc1ccc(F)cc1 | -0.1 | -0.9 | -9 | -4 |
| COC(=O)C(C)NC(=O)C(Cc1ccccc1)N/C=C/C(=O)C(F)(F)F (stereo not given) | 0.1 | -1.5 | 9 | -3 |
| O=C1CCCN1CCCNc1nc(NCCCN2CCCC2=O)c2ncn(-c3ccsc3)c2n1 | -0.3 | 1.3 | -1 | 39* |
| Cc1sc(NC(=O)c2ccc(Cl)cc2Cl)nc1-c1ccccc1 | 0.0 | 0.2 | -2 | -2 |
| CC(=O)c1cccc(N(CC(=O)N2CCC(C(N)=O)CC2)S(C)(=O)=O)c1 | 0.9 | -0.5 | 4 | -12 |
| N#C/C(=C\c1ccc(O)c(O)c1)C(=O)NCCCNC(=O)/C(C#N)=C/c1ccc(O)c(O)c1 | -0.1 | -1.4 | 96* | 1 |
| O=C(Cn1c(=O)oc2cc(Cl)ccc21)Nc1cccc(C(F)(F)F)c1 | 0.0 | -0.2 | -3 | -1 |
| O=C(c1ccncc1)N1CC[C@@H]2[C@H](CCCN2C(=O)CCC2CCCC2)C1 | -0.3 | -0.4 | 9 | -8 |
| Cc1cnc(Nc2ccc3ncccc3c2)nc1NCc1cccnc1 | 0.0 | 1.3 | 7 | -18 |
| Cc1ccc(NC(=O)C2C3C=CC4(O3)C2C(=O)N(C2CCCCC2)C4C(=O)NC2CCCCC2)cc1C (stereo not given) | 0.0 | -0.9 | 3 | 12 |
| Cc1cccc(Nc2nc(O)c(C3=c4cc(Br)ccc4=NC3=O)s2)c1C | 0.2&0.1 | -0.1&0.9 | 11&8 | 11&-5 |
